Screens as filed in PubChem BioAssay.
Yeast superoxide = caloric restriction mimetics inhibiting age-related superoxide in yeast. superoxide response (% of plate mean), % at 10 µM. S. cerevisiae aged cells, superoxide DHE fluorescence; hits give low values. AID 2690. 330,000 compounds, 0.18% hits;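 active = superoxide response under a set limit, about three screen SD below normal, cut at about 65% in these data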;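 also: yeast aged for seven days with compound at 30 °C before DHE staining; 100% = average MFI of all compound-treated wells on the plate with controls excluded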
MEP2 TOR yeast = yeast TOR pathway MEP2-GFP modulation; S. cerevisiae MEP2-GFP strain, flow cytometry GFP, 3 h; 100% = DMSO control level; GFP response vs DMSO, % at 10 µM; 330,000 compounds, 0.51% hits; AID 2016;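 active = GFP response versus DMSO above a set limit, roughly screen mean plus 3 SD, cut at about 180% in these data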;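 also: median GFP fluorescence of the barcode-gated MEP2-GFP cells per well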
procasp3 activ = procaspase-3 (human) activation; P42574; recombinant procaspase-3 D3A, Ac-DEVD-pNA absorbance 405 nm; activation, % at 8.5 µM; 330,000 compounds, 0.11% hits; AID 463141;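 active = activation above the mean of all tested compounds plus 3 SD, cut at about 21% in these data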;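 also: 0% = DMSO alone and 100% = DMSO wells spiked with extra 5 µM PC-3 D3A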
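Assay system: Procaspase-3 D3A mutant, all three cleavage aspartates alanine. Buffer or medium: Zinc-free HEPES saline buffer with Triton X-100. Times: 1 h compound preincubation, 2 h substrate hydrolysis at 25 °C. Measured by: 405 nm absorbance of p-nitroaniline, reads at 0 and 120 min. Read-out basis: percent activation relative to control range. Replicates: singlicate.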
RPL19A TOR yeast = alters RPL19A-GFP fluorescence in TOR pathway yeast screen. S. cerevisiae RPL19A-GFP strain, flow cytometry, 3 h; hits give low values. percent response vs DMSO, % at 10 µM. 330,000 compounds, 0.3% hits. AID 2025;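 active = percent response vs DMSO below 50%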;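 also: median channel GFP fluorescence of the barcoded RPL19A-GFP strain; ratio of sample median GFP to plate DMSO average so 100% = DMSO; lower means less RPL19A-GFP as with rapamycin TOR inhibition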
JMJD2C inh = blocks human GASC-1 demethylase activity. Q9H3R0. 330,000 compounds, 0.069% hits. GST-JMJD2C(1-420) H3K9me3 demethylation, DELFIA europium. inhibition, % at 2.35 µM. AID 2099;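 active = more than half of a compound's replicate wells show inhibition beyond 50%, single wells judged on their own value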;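 also: signal counts dimethyl H3K9 product captured on neutravidin plate; 0% = median of DMSO wells and 100% = 0.3 times that DMSO median; strong numbers were not always called active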
proCasp7 act = activates human procaspase-7, counter-screen for procaspase-3 activators. P55210. recombinant procaspase-7, Ac-DEVD-pNA absorbance 405 nm; D23A/D198A/D206A triple mutant, cannot self-cleave; scale: DMSO 0, 5 µM enzyme 100. activation, % at 8.5 µM. 330,000 compounds, 0.093% hits. AID 463210;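 active = percent activation above the screen-wide mean plus 3 SD, cut at about 25% in these data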
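Assay system: Uncleavable procaspase-7 mutant enzyme; Input: 2 µM procaspase-7 mutant as dispensed; Also added: DEVD-pNA substrate; Medium: Zinc-free HEPES pH 7.4 with 300 mM NaCl, 0.01% Triton X-100; Timing: 1 h compound preincubation, 2 h substrate cleavage, 25 °C; Measured by: Epi-absorbance of released pNA at 405 nm, two timepoints.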
AHR activator = activates the human aryl hydrocarbon receptor; P35869; AHR-responsive luciferase reporter cells, luminescence; activation, % at 5 µM; 320,000 compounds, 2.5% hits; AID 2796; in the data active = activation above about 47%;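 also: 0% = vehicle wells and 100% = reference agonist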
Target sequence (P35869 whole entry, looked up): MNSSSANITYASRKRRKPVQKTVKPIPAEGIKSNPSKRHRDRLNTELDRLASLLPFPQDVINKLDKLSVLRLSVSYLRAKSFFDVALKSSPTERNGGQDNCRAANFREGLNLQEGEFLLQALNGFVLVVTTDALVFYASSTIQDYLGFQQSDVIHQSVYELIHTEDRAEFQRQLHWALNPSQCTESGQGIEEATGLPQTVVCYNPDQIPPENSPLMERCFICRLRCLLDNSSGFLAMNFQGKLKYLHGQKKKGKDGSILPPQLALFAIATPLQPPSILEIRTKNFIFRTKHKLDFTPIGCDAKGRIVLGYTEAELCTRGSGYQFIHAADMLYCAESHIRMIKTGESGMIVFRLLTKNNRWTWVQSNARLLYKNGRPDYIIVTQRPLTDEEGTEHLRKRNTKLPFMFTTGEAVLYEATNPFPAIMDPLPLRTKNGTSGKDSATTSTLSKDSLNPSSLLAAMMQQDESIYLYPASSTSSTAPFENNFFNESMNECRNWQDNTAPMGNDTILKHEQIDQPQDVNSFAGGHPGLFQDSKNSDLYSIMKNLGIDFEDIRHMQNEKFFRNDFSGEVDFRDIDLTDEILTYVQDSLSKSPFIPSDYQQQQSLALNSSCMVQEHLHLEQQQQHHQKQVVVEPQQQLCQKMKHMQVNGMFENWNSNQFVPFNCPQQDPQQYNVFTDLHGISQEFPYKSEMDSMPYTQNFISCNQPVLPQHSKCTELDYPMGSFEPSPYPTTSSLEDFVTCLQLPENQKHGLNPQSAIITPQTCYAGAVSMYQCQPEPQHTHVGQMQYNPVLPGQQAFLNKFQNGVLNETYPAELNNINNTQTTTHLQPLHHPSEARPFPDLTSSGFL
LAP4-GFP MLPCN = modulators of TOR pathway LAP4-GFP in S. cerevisiae; GFP response vs DMSO, % at 10 µM; 320,000 compounds, 0.34% hits; S. cerevisiae LAP4-GFP multiplex, flow cytometry GFP, 3 h; median GFP as percent of DMSO wells;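 active = GFP response vs DMSO above a set limit, about the screen mean plus 3 SD, cut at about 150% in these data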
Active calls of the source: *; · = not tested or not shown; & = joins results of further samples.

no.	Molecule	Yeast superoxide	MEP2 TOR yeast	procasp3 activ	RPL19A TOR yeast	JMJD2C inh	proCasp7 act	AHR activator	LAP4-GFP MLPCN
1	Cc1ccc(CNc2ccc(N3CCOCC3)cc2)cc1	94	107	2	102	6	-15	14	99
2	Cc1ccc(-c2nnc(NC(=O)c3ccc([N+](=O)[O-])o3)o2)c(C)c1	101	122	1	99	-7	1	-2	150*
3	S=c1[nH]nc(-c2ccccn2)n1/N=C/c1cccc2ccccc12	123	103	-9	104	9	1	7	102
4	CCn1nnnc1SCC(=O)NCc1ccco1	101	100	4	100	-3	-1	4	93
5	CCn1c(SCC(=O)N2CCOCC2)nc2c(c1=O)SC(C)C2 (stereo unspecified)	106	93	-4	82	-2	5	4	84
6	COc1ccc2nc(NC(=O)CSc3nnnn3C3CCCCC3)sc2c1	96	94	10	96	-5	2	4	102
7	Cc1ccc(-c2csc(NC(=O)c3cccc(C)c3)c2C(=O)O)cc1	93	90	-6	99	-2	4	-1	111
8	CC(C)CN(C(=O)c1ccco1)C1CCS(=O)(=O)C1 (stereo unspecified)	100	102	3	100	5	8	-1	100
9	Cn1nnc(NC(=S)NC(=O)c2cc3ccccc3o2)n1	101	95	0	95	3	-14	-1	112
10	c1cncc(-c2nnc(C3CCCCC3)o2)c1	97	103	6	106	0	6	0	99
11	O=C(COc1ccc2c(c1)CCC2)NCc1ccc(Cl)cc1	105	107	7	109	10	9	-3	102
12	CCCc1nc2n[nH]c(N)c2c2c1CCCC2	96	101	2	95	-5	-4	12	92

Results in proCasp7 act, for some of the entries so far:
no.	SMILES	proCasp7 act
7	Cc1ccc(-c2csc(NC(=O)c3cccc(C)c3)c2C(=O)O)cc1	4
2	Cc1ccc(-c2nnc(NC(=O)c3ccc([N+](=O)[O-])o3)o2)c(C)c1	1

Additional results follow:
no.	Molecule	Yeast superoxide	MEP2 TOR yeast	procasp3 activ	RPL19A TOR yeast	JMJD2C inh	proCasp7 act	AHR activator	LAP4-GFP MLPCN
13	Cc1ccc(Nc2nc(CSc3nnc(-c4cccnc4)n3-c3ccccc3C)cs2)cc1	101	112	-13	106	3	-6	13	104
14	CC(=O)c1ccc(N(CC(=O)Nc2cc(C)on2)S(=O)(=O)c2ccc(C)cc2)cc1	89	102	8	98	4	9	0	105
15	Fc1cccc(-c2nn[nH]n2)c1	96	102	4	95	-13	5	4	99
16	Cc1nn(S(=O)(=O)c2ccccc2)c(C)c1Sc1ccc([N+](=O)[O-])cc1	107	106	-4	102	0	8	-3	101
17	O=C(Nc1ccc2c(c1)OCCO2)c1ccc(Cl)c(S(=O)(=O)N2CCOCC2)c1	100	107	2	103	-1	7	8	104
18	COc1ccc2cc3cc(C(=O)N4CCN(Cc5ccc6c(c5)OCO6)CC4)oc3nc2c1	98	99	-5	99	8	4	5	93
19	COc1cc(-n2c(=O)c3ccccc3n(Cc3cccnc3)c2=O)cc(OC)c1OC	113	100	-7	97	2	27*	-3	97
20	COc1ccccc1-n1cnnc1SC1CCOC1=O (stereo unspecified)	103	91	1	91	-17	-2	1	91
21	O=C(CSc1ccccn1)Nc1ccc2c(c1)OCO2	98	104	5	97	-6	-1	1	113
22	Cc1nn(Cc2ccccc2)c(C)c1CCC(=O)O	101	100	8	97	0	2	3	85
23	Cn1c(SCC(=O)Nc2ccc(Br)cn2)nnc1C1CC1	96	111	0	106	5	4	4	105
24	CCOc1ccc(NC(=O)C(C)Oc2ccccc2C(=O)Nc2ccc(C)c(Cl)c2)cc1 (stereo unspecified)	95	103	5	94	-10	-10	39	111
25	CC12CCC(C(=O)N/N=C/c3ccc(O)cc3)(OC1=O)C2(C)C (stereo unspecified)	106	108	-4	108	22	2	4	94
26	COc1ccc(-c2cc3ccccc3oc2=O)cc1NC(=O)c1ccc(Br)o1	118	107	-9	99	5	5	5	97
27	O=C(N/N=C/c1c[nH]c2ccccc12)c1cc(Cl)ccc1O	105	112	-19	105	-15	-25	148*	102
28	COc1ccc(N=c2oc3cc(O)ccc3cc2C(=O)NCC2CCCO2)cc1 (stereo unspecified)	85	101	-8	102	-27	-10	-6	101
29	CCNC(=O)NC(=O)C(C)OC(=O)C1CCN(S(=O)(=O)c2ccccc2F)CC1 (stereo unspecified)	93	103	-10	104	3	6	-1	89
30	CC(Sc1nnc(CNC(=O)c2ccco2)n1C)C(=O)Nc1nccs1 (stereo unspecified)	91	91	-4	97	-2	-9	1	87
31	CCOC(=O)c1sc(N2C(=O)C(O)=C(C(=O)c3ccc(C)o3)C2c2cccc([N+](=O)[O-])c2)nc1C (stereo unspecified)	112	102	-4	102	10	-8	-1	104
32	CC(C)Oc1ccc(S(=O)(=O)N2CCOCC2)cc1NC(=O)Cc1c(F)cccc1Cl	97	86	0	96	0	4	1	97
33	N#CCc1c(C#N)c(N)nc(N2CCN(Cc3ccc4c(c3)OCO4)CC2)c1C#N	100	107	-7	105	-11	2	1	107
34	CC(C(=O)O)n1cc(Cl)cn1 (stereo unspecified)	103	102	-7	103	51	-4	3	109
35	CCOc1ccc(NC(=S)N=Nc2c(O)[nH]c3ccccc23)cc1	93	93	1	87	0	-3	-2	94
36	O=C(Nc1ccc(S(=O)(=O)Nc2ncccn2)cc1)C1COc2ccccc2O1 (stereo unspecified)	95	97	2	92	-7	4	0	104
37	Cc1ccc(-c2nn3c(C)nnc3c3ccccc23)cc1S(=O)(=O)N(C)CCO	106	92	3	90	-1	10	3	90
38	CCc1c(C(=O)OCc2ccccc2)[nH]c(C)c1C	113	98	-9	95	-12	-6	13	111
39	COc1ccc(CNC(=O)CCOc2ccc(C(C)(C)C)cc2)cc1	89	105	1	·	-1	6	6	102
40	O=C(COC(=O)c1ccc(C(F)(F)F)cc1)Nc1cccc(S(=O)(=O)NC2=NCCCCC2)c1	104	100	-1	100	1	15	-1	107
41	COc1ccc(OC)c(NC(=O)CSc2ccc(-c3ccco3)nn2)c1	94	83	-6	96	1	-13	9	83
42	O=C(Cc1c(Cl)cccc1Cl)Nc1ccc(S(=O)(=O)Nc2ncccn2)cc1	102	111	-5	109	-16	14	-1	113
43	CCc1cc(C(=O)N=Nc2c(O)[nH]c3ccc([N+](=O)[O-])cc23)c2ccccc2n1	179	106	-2	113	-19	6	6	98
44	Cc1ccc(C(=O)N/C(=C\c2cccs2)C(=O)NCCc2c[nH]c3ccccc23)cc1C	102	96	-13	92	-8	4	4	107
45	CN(C)c1cccc(C(=O)Nc2ccc3nc4n(c(=O)c3c2)CCCCC4)c1	91	96	-2	96	0	4	29	107
46	Cc1cccc2nc(CSc3ccccc3N)cn12	94	101	5	103	-2	-7	17	101
47	Cc1c(Cl)cccc1NC(=S)N(Cc1ccco1)C(C)c1ccccn1 (stereo unspecified)	96	102	4	96	1	1	0	99
48	C=CCn1c(=NC(=O)c2sc3ccccc3c2Cl)sc2cc(S(N)(=O)=O)ccc21	99	106	-4	101	-14	-1	-2	100
49	COCCN(CCOC)Cc1c(C)[nH]c2c(C)c(C)ccc2c1=O	98	103	4	97	-2	2	-2	98
50	O=C(NCCO)/C(=C\c1cccs1)NC(=O)c1cccs1	92	89	-4	99	30	1	3	99
51	CC(CCc1ccccc1)NC(=O)COC(=O)C1=COCCO1 (stereo unspecified)	107	101	6	96	-2	14	2	94
52	O=C(O)c1ccc(NCc2cccs2)cc1	71	107	-8	100	9	-11	-2	130
53	CC(C)CNS(=O)(=O)c1ccc(CCC(=O)NCCC2=CCCCC2)cc1	121	114	6	110	-7	13	1	105
54	Cc1noc(C)c1C(=O)OCC(=O)c1c[nH]c2ccccc12	100	96	1	99	-64	11	22	100
55	Cc1ccc(CNC(=O)c2ccc(CS(=O)(=O)c3ccccc3)o2)cc1	103	105	0	105	4	16	1	102
56	CS(=O)(=O)N1CCC(C(=O)NCc2ccncc2)CC1	98	103	-4	100	20	2	7	104
57	Cc1cc(C(=O)N/N=C/c2ccco2)n[nH]1	85	102	6	102	0	-3	7	99
58	Cc1cc(NC(=O)CSc2nnc(-c3ccc4c(c3)OCCO4)o2)no1	86	106	6	98	8	0	26	106
59	Cc1ccc(-n2c(=S)[nH]c3sc4c(c3c2=O)CCC4)cc1	99	97	-1	101	-6	-3	8	95
60	Cc1cccnc1Nc1ncnc(N)c1[N+](=O)[O-]	118	88	-3	92	2	0	4	86
61	Cn1cnnc1SCC(=O)Nc1ccccc1	89	97	1	95	5	6	3	102
62	Cc1ccc(NC(=S)N2CCCCC2)cc1C	83	93	-2	95	-12	-4	-1	114
63	COc1cc(C(C)=O)ccc1OCC(O)CNCC1(N2CCCCC2)CCCCC1 (stereo unspecified)	100	105	-8	97	-2&1	-8	0	96
64	O=Cc1ccc2c(c1)CCN2Cc1ccccc1	88	96	1	100	5	11	0	97
65	CCOC(=O)N1N=C(CC)CC1(O)C(F)(F)F (stereo unspecified)	95	106	-3	98	·	1	6	101
66	Cc1ccc(/C=N/n2c(-c3ccncc3)n[nH]c2=S)s1	105	101	-15	104	-2	-16	0	106
67	CCC(C)N(C(=O)COc1ccc(Cl)c2cccnc12)C1CCS(=O)(=O)C1 (stereo unspecified)	100	95	14	95	1	-8	6	100
68	O=C(N/N=C/c1ccoc1)c1ccccc1	100	86	13	90	-2	-3	7	98
